F508del corr: CFTR F508del correction in bronchial cells; CFBE cells, YFP halide quenching; stimulated with forskolin plus potentiator P3; % fluorescence drop versus neutral controls; hit rate 0.36% among 350,000; activity (quench increase), % at 7.58 µM;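 active = mean added fluorescence quench of at least 8% versus neutral control, with both replicates also reaching 8%; inconclusive = only one of the mean or replicate conditions met; inactive = mean below 8% and not both replicates reaching 8%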;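 note: cells transiently co-express mutant CFTR-F508del with the halide-sensitive YFP; corrector assay measuring rescue of mutant channel to the surface after 24 h compound exposure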
Xi reactivation: X-chromosome reactivation activator; XiGFP mouse fibroblasts, % GFP-positive cells imaging, 3 d; cells co-treated with 5-aza-dC sensitizer; scaled so ellipticine positive control = 100%; activation, % at 7.58 µM; hit rate 0.055% among 360,000; AID 743238;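 active = mean normalized replicate activation at least 10% and every replicate at or above 10%; inconclusive = only one of the two criteria met; inactive = mean below 10% and not all replicates reach 10%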;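 note: 0% = median of on-plate neutral control wells and 100% = ellipticine 6 µM median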
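Schedule: 3 d treatment, 15 min room-temperature fixation; system: 68-5-11 XiGFP fibroblast line; buffer or medium: DMEM plus 5-aza-dC sensitizer; control set: ellipticine 6 µM positive control; compound: one concentration, pinned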
GSIS activator: primary screen for activators of insulin secretion dependent on glucose, INS-1E cells, GLuc reporter luminescence | INS-1E GLuc reporter insulin secretion, 2-3 h | activation, % at 16.6 µM | hit rate 0.61% among 370,000 | AID 743287;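 active = lowest replicate activation of at least 40%, so every replicate reaches that level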;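 note: 0% = median of neutral control wells and 100% = median of IBMX positive control wells; some compounds called inactive have numbers as strong as hits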
EWS-Fli inh: EWS/Fli transcriptional activity inhibition | A673 NR0B1-luciferase reporter, viability-normalised | inhibition, % at 12.6 µM | hit rate 0.67% among 350,000 | AID 651661;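 active = mean inhibition of at least 50% after viability correction, with every replicate also passing that limit; inconclusive = mean reaches 50% but only one of two replicates passes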;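 note: firefly luciferase signal divided by Alamar Blue viability fluorescence both relative to DMSO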
DENV2 CPE rescue: inhibitors of DENV2 cytopathic effect | hit rate 1.7% among 350,000 | DENV2-infected cells, cytopathic effect rescue, plate reader | CPE inhibition, % at 9.99 µM; in the data active = CPE inhibition above about 20%, passing the limit was not always enough; inconclusive = no clear call, values can overlap the other calls; tested in BHK-21 cells;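 note: 0% = median of neutral control wells and 100% = median of positive control wells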
PAX8 reporter: lowers PAX8-driven luciferase in RMG-I cells; RMG-I TPO-luciferase reporter, SteadyGlo, 24 h; inhibition, % at 12.6 µM; hit rate 1.2% among 360,000;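 active = mean replicate inhibition at least 60% with every replicate also reaching 60%; inconclusive = only one of the two criteria is met; inactive = mean below 60% and not all replicates reaching 60%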;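 note: luciferase light reporting Pax8 driven TPO promoter activity; plate controls were median of neutral control wells for no effect and mitoxantrone controls for full effect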
ARNT TACC3 PPI: disruptors of human ARNT/TACC3 interaction. Q9Y6A5. AlphaScreen His-ARNT PAS-B/GST-TACC3 binding, luminescence; TACC3 fragment carries E629A point mutation. inhibition, % at 9.99 µM. hit rate 0.66% among 390,000. AID 623870;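 active = mean inhibition of replicates at least 50% and at least half of replicates each reaching 50%; inconclusive = half or more replicates reach 50% but mean below 50%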;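 note: 0% = complete ARNT plus TACC3 wells and 100% = ARNT alone without TACC3; many hits fall short of the cut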
ERp5 inh: ERp5 (human) disulfide isomerase inhibition | AID 651711 | Q15084 | hit rate 0.05% among 350,000 | inhibition, % at 9.99 µM | ERp5 insulin aggregation, absorbance 650 nm, 90 min;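 active = mean replicate inhibition above about 25%, with every replicate also reaching it, limit read from the data, passing the limit was not always enough; inconclusive = only one of those two criteria met; inactive = neither criterion met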
Target sequence (Q15084 whole entry, looked up): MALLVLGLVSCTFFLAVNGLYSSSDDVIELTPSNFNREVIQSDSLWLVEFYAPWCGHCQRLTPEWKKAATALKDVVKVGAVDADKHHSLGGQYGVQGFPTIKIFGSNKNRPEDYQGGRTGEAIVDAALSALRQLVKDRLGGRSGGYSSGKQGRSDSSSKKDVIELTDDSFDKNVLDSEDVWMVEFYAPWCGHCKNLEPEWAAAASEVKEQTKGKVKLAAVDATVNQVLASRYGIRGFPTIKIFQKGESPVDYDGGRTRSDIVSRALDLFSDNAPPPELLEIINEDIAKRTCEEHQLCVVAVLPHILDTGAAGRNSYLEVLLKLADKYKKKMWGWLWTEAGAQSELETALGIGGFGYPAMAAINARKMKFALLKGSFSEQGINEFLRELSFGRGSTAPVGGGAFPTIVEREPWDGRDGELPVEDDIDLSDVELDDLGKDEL
* marks the source's active call; other numbers are inactive results; ? = inconclusive; . = not tested or not shown.

SMILES	F508del corr	Xi reactivation	GSIS activator	EWS-Fli inh	DENV2 CPE rescue	PAX8 reporter	ARNT TACC3 PPI	ERp5 inh
Cc1ccc(SCC(=O)OC(C)C(=O)NC2CCCCC2C)c(C)c1 (configuration not stated)	0.7	0.1	-36	-3	2	-13	1	1
C[C@H]1CN([C@@H](C)CO)C(=O)Cc2cc(NC(=O)C3CCCCC3)ccc2O[C@H]1CN(C)C(=O)Nc1ccc(F)cc1	1.3	1.0	-5	-2	1	3	-4	10
CN(C)C(=O)Cn1cnc2c(cnn2-c2ccccc2Cl)c1=O	0.7	.	7	1	-4	.	2	5
C#Cc1ccc([C@@H]2C=C(C(=O)Nc3ccccc3)O[C@H](OCC)[C@H]2CCCO)cc1	1.8	0.0	11	-1	-3	-6	0	-4
Cc1cccc(NC(=O)/C(C#N)=C\c2cn(CC(=O)O)c3ccccc23)c1	-0.7	0.3	10	0	8	-14	6	2
Cn1cnc(S(=O)(=O)N2C[C@H](O)COC[C@H]3O[C@@H](CC(=O)NCc4ccc(F)cc4)CC[C@@H]32)c1	-2.3	0.0	1	1	-13	-25	5	4
CCOC(Cn1cc(C)c(=O)[nH]c1=O)OCC	-0.6	-0.2	10	6	19	-1	10	2
O=C(N[C@H]1C=C[C@H](CC(=O)N2CCc3ccccc3C2)O[C@H]1CO)C1CCC1	3.8	0.6	-1	1	0	7	0	-3
CCOC(=O)c1c(-c2cccc([N+](=O)[O-])c2)csc1NC(=O)CCCOc1ccccc1	.	0.3	4	.	.	-7	-2	.
CCCC#Cc1cnc2c(c1)C(=O)N([C@@H](C)CO)C[C@@H](C)[C@H](CN(C)CCC)O2	-0.3	4.0	-19	9	-2	.	3	3
O=C(Cc1ccc(Cl)cc1)c1ccccc1	0.3	0.1	0	-98	-10	-114	6	-3
O=C(NC(=S)Nc1ccc(Cl)cn1)C12CC3CC(CC(C3)C1)C2	-0.6	0.2	-2	-16	.	-31	4	7
CN(C(=O)COC(=O)c1nn(C)c(=O)c2ccccc12)c1c(N)n(Cc2ccccc2)c(=O)[nH]c1=O	-0.3	0.0	10	-7	-6	14	2	-1
COc1ccc2c3c([nH]c2c1)[C@@H](CO)N(S(=O)(=O)c1ccc(C)cc1)CC31CN(C(=O)Cc2cccnc2)C1	1.2	0.3	-3	-1	-5	.	.	-6
O=C(CSc1nc2ccccc2c(=O)[nH]1)N1CCCCC1	-5.4	0.0	.	-25	-1	-16	-3	-1
CC1(C)CC(=O)C=C(Nc2cccc(Cl)c2Cl)C1	0.4	-0.1	10	7	7	-9	-2	2
CCOC(=O)Cc1nc(-c2cccc(C(F)(F)F)c2)no1	-1.3	0.0	-14	-3	-9	1	-4	2
Cc1ccc2ccc(C(Nc3cccc(C(F)(F)F)c3)c3cccnc3)c(O)c2n1 (configuration not stated)	1.4	-0.8	10	9	.	-1	3	5
CCc1nc2ccc(C(=O)N3CCN(C(C)=O)CC3)cn2c1N(C=O)Cc1ccc(OC)cc1	-2.8	-0.2	-4	6	6	-30	.	-3
Cc1csc(SCC(=O)NC(=O)Cc2ccccc2)n1	.	-0.1	14	.	.	5	-4	.
O=[N+]([O-])c1ccc(Cl)c2c1C1C=CCC1C(c1ccccn1)N2 (configuration not stated)	-0.6	0.3	5	14	-6	22	5	3
C=CCOc1ccc(C2NC(=O)c3ccccc3O2)cc1OC (configuration not stated)	-0.1	0.0	-8	12	-4	-6	.	1
S=C(Nc1ccc(Cl)cc1Cl)N1CCCCC1	.	0.4	4	.	.	-17	4	.
O=C(Cc1ccc(Br)c2ccccc12)N/N=C/c1ccccn1	0.3	0.0	-11	19	-1	16	8	-1
COc1cc2c(cc1OC)CN(C(=O)CCOc1ccccc1)CC2	1.2	0.0	21	-1	12	4	.	0

Filtered by structure: those above with a CF3 group
SMILES	F508del corr	Xi reactivation	GSIS activator	EWS-Fli inh	DENV2 CPE rescue	PAX8 reporter	ARNT TACC3 PPI	ERp5 inh
CCOC(=O)Cc1nc(-c2cccc(C(F)(F)F)c2)no1	-1.3	0.0	-14	-3	-9	1	-4	2
Cc1ccc2ccc(C(Nc3cccc(C(F)(F)F)c3)c3cccnc3)c(O)c2n1 (configuration not stated)	1.4	-0.8	10	9	.	-1	3	5

Continuation.
SMILES	F508del corr	Xi reactivation	GSIS activator	EWS-Fli inh	DENV2 CPE rescue	PAX8 reporter	ARNT TACC3 PPI	ERp5 inh
C=CCNC(=S)Nc1cccc(N)c1	0.3	0.0	-7	-9	5	-17	16	0
CCCCn1c(=O)[nH]c(=O)c2c1nc(CN(C)Cc1cccc(OC)c1OC)n2CCC	0.5	0.1	1	7	-5	1	-5	1
O=C(Nc1ccc(F)cc1)c1cc2ccccc2o1	-1.1	0.0	2	-129	-5	-111	0	7
CCOc1ccc(Br)cc1S(=O)(=O)Nc1ccc(NC(=O)c2ccccc2C)cc1	0.2	-0.1	.	10	8	23	-2	-6
Cc1cccc(C)c1NC(=O)c1ccc([N+](=O)[O-])s1	.	0.0	10	.	.	26	5	.
COC(=O)C[C@H]1CC[C@H]2[C@H](COc3ccc(NC(=O)c4ccccc4F)cc3C(=O)N2C)O1	.	0.0	7	-4	3	-2	-3	-7
COc1ccc(C(=O)NC(=S)NNC(=O)c2ccc3ccccc3n2)cc1	5.3	0.2	7	-5	-9	5	13	0
N#Cc1c(-c2ccccc2)c(-c2ccccc2)n[nH]c1=O	1.4	0.0	-54	-6	9	22	13	2
C[C@@H]1CN([C@@H](C)CO)C(=O)c2cc(C#CC(C)(C)O)cnc2O[C@@H]1CN(C)C(=O)CC1CC1	-0.5	-0.8	12	-2	6	.	-4	-12
O=C(C[C@H]1CC[C@H]2[C@@H](COC[C@H](O)CN2Cc2cc(F)ccc2F)O1)N1CCc2ccccc2C1	-2.7	-0.1	2	7	11	11	-7	-2
C=CCN1C=C2C(=O)C(C)(OC(=O)CCc3ccccc3)C(=O)C=C2C=C1c1ccc(C#N)cc1 (configuration not stated)	0.0	0.0	-10	-4	.	6	-3	.
O=c1[nH]c(/C=C\c2cccc(C(F)(F)F)c2)nc(O)c1[N+](=O)[O-]	0.4	0.2	-4	5	9	-3	2	6
C[C@@H]1CN([C@@H](C)CO)C(=O)c2cc(NS(C)(=O)=O)ccc2O[C@@H](C)CCCCO[C@@H]1CN(C)Cc1ccc(C(=O)O)cc1	-2.6	0.0	9	-3	-12	7	-20	-3
CCc1nnc(NC(=O)c2ccc3c(=O)n4c(nc3c2)CCC4)s1	-1.1	0.1	-5	-59	?	-109	.	2
COc1ccc(CN(C)C[C@@H]2Oc3ccc(NC(=O)Nc4ccc5c(c4)OCO5)cc3C(=O)N([C@@H](C)CO)C[C@@H]2C)cc1	0.2	0.0	-13	-19	4	.	25	2
COc1ccc(NC2CCCN(C(=O)CCc3ccccc3F)C2)cc1 (configuration not stated)	1.3	0.0	-11	-4	3	-14	2	-4
N#Cc1ncc(Cl)c2ccccc12	-1.5	0.0	4	6	3	2	4	0
Cc1ccc(-c2c(C(=O)N/N=C/c3ccncc3)nnn2-c2nonc2N)cc1	-2.5	0.0	20	.	-1	-1	.	2
Clc1cccc(Cl)c1CN1CCN(c2ncccn2)CC1	-9.0	0.0	-4	2	-5	-31	-19	0
CCOC(=O)C(=O)NCC(c1ccco1)S(=O)(=O)c1cccs1 (configuration not stated)	0.8	-0.2	-3	3	5	-6	-5	-1
CCOC(=O)C1=C(CS(=O)(=O)c2ccc(F)cc2)NC(=O)NC1c1cc(OC)c(O)c(OC)c1 (configuration not stated)	0.7	-0.1	13	.	4	18	4	2
Cc1noc(C)c1COc1ccc(C(=O)N2CCN(S(=O)(=O)c3ccc(Cl)cc3)CC2)cc1	-1.4	0.0	9	12	-4	.	-6	7
COc1ccc(C(=O)Nc2ccc(CN3CCOCC3)cc2)cc1Br	1.0	0.1	-1	-38	?	-30	-7	-3
Cc1ccc(NC(=O)C2CC(=O)N/C(=N/N=C/c3ccco3)S2)cc1 (configuration not stated)	.	0.0	34	.	.	-9	-24	.
CCn1c(SCC(=O)Nc2cc(C)on2)nnc1-c1cccc(C)c1	-1.9	-0.1	-5	2	4	-4	-10	-1
SMILES	F508del corr	Xi reactivation	GSIS activator	EWS-Fli inh	DENV2 CPE rescue	PAX8 reporter	ARNT TACC3 PPI	ERp5 inh
CCOc1ccc(Nc2nc(N)c([N+](=O)[O-])c(N3CCN(CC)CC3)n2)cc1	1.6	0.0	23	12	-5	-25	30	4
CC(NC(=S)Nc1c(Cl)cccc1OC(F)F)C(C)(C)C (configuration not stated)	.	0.0	17	.	.	-10	-7	.
C[C@@H]1CN([C@H](C)CO)S(=O)(=O)c2ccc(Br)cc2O[C@@H]1CN(C)CC1CC1	-0.1	0.2	-4	-6	8	-34	-1	3
C[C@H](O)C#Cc1cnc2c(c1)C(=O)N([C@@H](C)CO)C[C@H](C)[C@H](CN(C)C(=O)Nc1ccc(F)cc1)O2	-0.6	-0.3	8	-1	-4	.	1	15
C[C@H](CO)N1C[C@H](C)[C@H](CN(C)Cc2ccccn2)Oc2cc(-c3cccnc3)ccc2S1(=O)=O	3.2	0.8	2	-7	-2	.	4	5
C#CCNC(=O)C[C@@H]1C[C@@]2(C(=O)OC)CCCCC=C2N(Cc2ccc(Cl)cc2Cl)C1=O	-0.5	-0.1	-26	12	4	-2	.	-7
OC[C@H]1[C@@H](c2ccc(C#CC3(O)CCCC3)cc2)[C@@H]2CN(Cc3cncnc3)CCCCN12	1.6	0.0	14	-27	10	10	1	0
C[C@@H]1CN([C@@H](C)CO)C(=O)Cc2cc(NC(=O)CCCCCC(=O)Nc3ccccc3N)ccc2O[C@H]1CN(C)Cc1ccc(Cl)c(Cl)c1	-1.0	0.2	20	43	36*	?	-8	-2
Cc1cnc(NC(=O)c2nn(C)cc2[N+](=O)[O-])s1	-8.3	0.2	4	16	-1	40	.	6
O=C(CN(C(=O)c1csnn1)c1ccccc1F)NCc1ccccc1	1.0	0.3	9	-4	11	5	-9	1
O=C(O)CC(CC(=O)O)n1cccc1	3.2	0.7	-1	-6	4	0	-12	13
COc1cccc(C(O)c2nc(-c3ccc(Cl)cc3)cs2)c1 (configuration not stated)	1.5	0.1	-13	7	-13	-8	.	-3
CCC(=O)Nc1ccc2c(c1)C(=O)N(C)C[C@@H](OC)[C@H](C)CN(C(=O)C1CC1)[C@@H](C)CO2	-2.3	0.7	1	5	1	6	1	3
Cc1ccc(N2CN(Cc3ccco3)CNC2=S)cc1	-0.3	0.0	2	4	-5	17	3	2
C[C@H]1CN([C@@H](C)CO)C(=O)c2c(c3ccccc3n2C)-c2ccccc2CO[C@@H]1CN(C)C(=O)c1ccccc1	-4.3	0.3	-16	-5	-8	.	2	3
CC(=NNC(=S)N1CC2CCC(CC2)C1)c1cccc(C)n1	4.1	0.7	1	-21	8	-1	33	-6
COc1ccc(C#Cc2ccc3c(c2)[C@H]2[C@H](CCN2Cc2ccncc2)[C@@H](CO)N3)cc1	1.5	0.0	11	.	3	.	.	0
COc1cccc(C#Cc2ccc([C@@H]3[C@@H](CO)N(C(=O)C4CCCC4)[C@H]3C#N)cc2)c1	2.8	0.0	6	32	7	.	.	-1
COc1cc(/C=N/NC2=NCCCCC2)ccc1O	-0.9	.	-2	-8	2	-5	3	9
COCC(=O)Nc1ccc2c(c1)C(=O)N(C)C[C@H](OC)[C@@H](C)CN(C(=O)C1CCCC1)[C@H](C)CO2	-2.3	0.2	-18	-6	0	.	-4	5

Screening results as filed in PubChem.
